Efflux pump mplx: inhibitors of Candida antifungal efflux pumps expressed in yeast. S. cerevisiae Candida pump triplex, Nile Red efflux. hit rate 0.44% among 330,000. inhibition, % at 10 µM;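 active means plate passing quality check with inhibition over a set limit, or well fluorescence over plate mean plus 4 SD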;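 further: Nile Red retained in pooled yeast measured as flow cytometry median fluorescence; 0% = buffer negative control and 100% = Enniatin B positive control; higher means more Nile Red kept so more efflux inhibition; some compounds called inactive have numbers as strong as hits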
PREPL inh: inhibits the human prolyl oligopeptidase-like enzyme; recombinant PREPL, fluorescence polarization activity-based probe; inhibition, % at 5.96 µM; hit rate 0.68% among 320,000; in the data active means inhibition above about 43%;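 further: 0% = enzyme with DMSO and 100% = wells lacking enzyme; many of its hits are not listed in these tables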
PP5 primary: inhibitors of human protein phosphatase 5 (PP5); purified PP5c, OMFP substrate fluorescence; inhibition, % at 6.7 µM; hit rate 0.18% among 320,000;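 active means inhibition above the campaign's mean inhibition across all tested compounds plus 3 SD, cut at about 9.5% in these data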;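 further: 0% = DMSO only and 100% = 100 µM cantharidin control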
Target sequence (P53041 whole entry, looked up): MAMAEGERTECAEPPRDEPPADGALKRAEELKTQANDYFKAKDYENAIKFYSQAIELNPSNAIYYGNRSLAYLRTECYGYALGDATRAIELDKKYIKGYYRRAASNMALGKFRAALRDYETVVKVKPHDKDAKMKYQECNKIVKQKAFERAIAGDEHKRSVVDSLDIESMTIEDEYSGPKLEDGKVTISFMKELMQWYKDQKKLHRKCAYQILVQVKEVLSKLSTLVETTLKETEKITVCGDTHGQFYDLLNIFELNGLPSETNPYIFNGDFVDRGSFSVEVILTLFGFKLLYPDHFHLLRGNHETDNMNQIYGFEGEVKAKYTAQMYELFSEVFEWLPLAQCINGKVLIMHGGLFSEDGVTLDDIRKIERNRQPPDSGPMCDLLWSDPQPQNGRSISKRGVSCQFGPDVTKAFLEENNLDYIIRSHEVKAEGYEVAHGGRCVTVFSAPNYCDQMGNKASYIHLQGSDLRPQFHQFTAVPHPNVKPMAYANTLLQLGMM
Fh CTSL1 inh: blocks F. hepatica cathepsin L1 in PFM18AAP counter-screen | recombinant F. hepatica cathepsin L1, Z-Leu-Arg-MCA fluorescence | AID 1906 | hit rate 0.49% among 300,000 | inhibition, % at 5.96 µM;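 active means inhibition above the mean of all tested compounds plus 3 SD, set per screening campaign, cut at about 17% in these data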;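 further: 0% = plate median of test compound wells and 100% = 1 µM Z-Phe-Ala-diazomethylketone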
core dimer inh: blocks dimerization of HCV core protein; TR-FRET GST/Flag-core106 dimerization, 1536-well; hit rate 0.33% among 300,000; inhibition, % at 5 µM;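 active means inhibition above the mean of all tested compounds plus 3 SD, set per screening campaign, cut at about 45% in these data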
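System: GST-tagged and Flag-tagged HCV core protein residues 1-106 / Input: core106 proteins, GST 13.5 nM and Flag 17 nM / Buffer or medium: KF-containing HEPES buffer, pH 7.45, DTT, CHAPS, BSA / Probe or stimulus: Eu-anti-GST and XL665-anti-Flag labelled anti-tag antibodies / Schedule: 4 h, 22.5 °C incubation / Technique: TR-FRET 671 and 617 nm emission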
TPT1 inhibitor: inhibitors of Candida albicans tRNA 2'-phosphotransferase TPT1 | recombinant caTPT1, FP RNA substrate dephosphorylation | inhibition, % at 5 µM | hit rate 0.81% among 300,000 | AID 1962;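 active means inhibition above the mean of all tested compounds plus 3 SD, set per screening campaign, cut at about 24% in these data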;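 further: plate controls were DMSO alone for no effect and ferristatin control at 100 nM for full effect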
EBNA-1 inhibitor: blocks EBNA-1 binding to DNA; AID 1950; hit rate 0.34% among 300,000; inhibition, % at 14.8 µM; EBNA-1 DNA binding, fluorescence polarization; in the data active means inhibition above about 28%
PP1 counter: counter-screen for PP5 inhibitors: inhibitors of human PP1-alpha. hit rate 0.9% among 320,000. inhibition, % at 6.7 µM. purified PP1alpha, OMFP fluorescence. P62136;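 active means inhibition above the mean inhibition of all tested compounds plus 3 SD, computed separately for each screening campaign, cut at about 15% in these data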
Target sequence (P62136 whole entry, looked up): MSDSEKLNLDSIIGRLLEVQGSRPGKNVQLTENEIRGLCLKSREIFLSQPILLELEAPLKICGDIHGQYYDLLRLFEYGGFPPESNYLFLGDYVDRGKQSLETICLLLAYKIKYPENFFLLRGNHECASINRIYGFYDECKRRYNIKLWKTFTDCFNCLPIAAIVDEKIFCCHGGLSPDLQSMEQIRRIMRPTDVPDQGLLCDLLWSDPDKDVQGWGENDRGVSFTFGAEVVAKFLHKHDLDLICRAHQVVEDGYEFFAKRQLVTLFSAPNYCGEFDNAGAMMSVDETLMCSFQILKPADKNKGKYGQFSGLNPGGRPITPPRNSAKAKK
ZTA DNA inh: blocks Epstein-Barr virus ZTA, an EBNA-1 counter-screen. inhibition, % at 11 µM. P03206. ZTA-DNA binding, fluorescence polarization. hit rate 0.15% among 320,000; in the data active means inhibition above about 33%
Target sequence (P03206 whole entry, looked up): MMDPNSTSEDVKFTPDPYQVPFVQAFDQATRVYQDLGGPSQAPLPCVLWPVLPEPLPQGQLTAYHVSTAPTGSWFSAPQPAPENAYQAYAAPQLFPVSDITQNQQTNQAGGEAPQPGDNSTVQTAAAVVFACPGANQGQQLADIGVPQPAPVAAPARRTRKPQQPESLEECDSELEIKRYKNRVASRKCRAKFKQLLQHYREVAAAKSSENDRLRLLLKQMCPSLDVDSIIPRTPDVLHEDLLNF
Starred values were filed as active, the others as inactive; . = no result given. An excerpt, so the mix of outcomes need not match the whole.

SMILES	Efflux pump mplx	PREPL inh	PP5 primary	Fh CTSL1 inh	core dimer inh	TPT1 inhibitor	EBNA-1 inhibitor	PP1 counter	ZTA DNA inh
COc1ccccc1CCC(=O)Nc1ccc(OC)c(S(=O)(=O)N2CCCCC2)c1	1.1	-9	0.2	.	.	.	.	-3	-5
COc1ccc(OC)c(Nc2nc(-c3cccs3)cs2)c1	0.1	13	3.5	-2	-14	2	-9	-2	5
O=C(CCCCCNC(=O)c1ccccc1)N/N=C/c1ccc(O)cc1O	0.1	-1	0.5	-1	-11	2	-10	0	-17
O=C(Cc1ccc(Br)cc1)Nc1ccc(S(=O)(=O)Nc2ncccn2)cc1	0.0	8	0.0	-2	4	2	-12	-2	-15
CCOC(=O)Cn1c(=O)oc2cc(S(=O)(=O)N(C)Cc3ccccc3)ccc21	0.1	15	0.5	-3	-2	1	-3	-3	6
NC(=O)c1ccc2c(=O)c(O)c(-c3cc(Cl)c(N)c(Cl)c3)[nH]c2c1	0.1	8	-0.3	0	-3	-3	13	0	3
CC(C(=O)N1CCN(Cc2ccccc2)CC1)c1ccc([N+](=O)[O-])cc1 (centres undefined)	0.2	-1	-3.2	2	2	1	4	6	4
Cc1onc(-c2ccccc2Cl)c1C(=O)NCc1ccc(N2CCCC2=O)cc1	0.1	0	0.8	-2	-4	2	-2	-4	-2
CCOC(=O)c1sc2ncn(/N=C/c3cccnc3)c(=O)c2c1C	0.1	12	1.4	8	1	-1	1	0	2
COCC(C)NC(=O)c1cc(S(=O)(=O)N2CCCCC2)ccc1N1CCOCC1 (centres undefined)	0.1	3	1.5	-7	0	0	3	-13	6
FC(F)(F)c1nnc(-c2ccccc2)nc1Sc1ccccc1	0.7	13	2.2	1	9	6	-7	-1	5
NCc1c(O)ccc2ccccc12	-0.6	14	1.2	-1	-5	1	-3	1	0
COc1ccc(C(=O)O/N=C(/c2cccs2)C(C)(C)C)cc1	-0.1	28	0.4	-1	-6	-4	0	-1	-7
CC(=O)c1ccc(NC(=O)CCc2c(C)nn(-c3ccc(N4CCOCC4)nn3)c2C)cc1	0.0	1	5.1	-3	-2	-3	5	0	-12
Cc1ccc(C(OCC(O)CN2CCCCC2)c2ccccc2)cc1 (centres undefined)	0.1	-34	-0.2	-1	-6	-2	-5	0	-7
CSCCC(NC(=O)c1ccc(Cl)cc1Cl)C(=O)NCc1ccccn1 (centres undefined)	-0.1	2	0.1	1	2	-5	3	-2	1
C=CCN1c2ccccc2[C@]23C[C@@H](C(=O)OC)N(C(=O)NCCC)C2=NC(C(=O)OC)=C(C(=O)OC)[C@H]13	0.0	8	1.5	1	11	0	1	-1	7
CCC(C)NC(=O)CCC(=O)NNc1nc2ccccc2c2nc(C)nn12 (centres undefined)	-0.2	-3	-2.0	-1	-6	0	9	-1	9
Cn1c(=O)c2c(ncn2CC(=O)N/N=C/C=C/c2ccccc2[N+](=O)[O-])n(C)c1=O	0.0	8	-2.2	-4	-2	0	7	3	4
Oc1ccc(/C=N\Nc2nncc(-c3ccccc3)n2)cc1	0.0	13	-2.0	13	0	-2	-9	-5	-3

4 entries from above, reformatted:
mol: COc1ccc(C(=O)O/N=C(/c2cccs2)C(C)(C)C)cc1
  Efflux pump mplx: -0.1
  PREPL inh: 28
  PP5 primary: 0.4
  Fh CTSL1 inh: -1
  core dimer inh: -6
  TPT1 inhibitor: -4
  EBNA-1 inhibitor: 0
  PP1 counter: -1
  ZTA DNA inh: -7
mol: CC(=O)c1ccc(NC(=O)CCc2c(C)nn(-c3ccc(N4CCOCC4)nn3)c2C)cc1
  Efflux pump mplx: 0.0
  PREPL inh: 1
  PP5 primary: 5.1
  Fh CTSL1 inh: -3
  core dimer inh: -2
  TPT1 inhibitor: -3
  EBNA-1 inhibitor: 5
  PP1 counter: 0
  ZTA DNA inh: -12
mol: Cc1ccc(C(OCC(O)CN2CCCCC2)c2ccccc2)cc1 (centres undefined)
  Efflux pump mplx: 0.1
  PREPL inh: -34
  PP5 primary: -0.2
  Fh CTSL1 inh: -1
  core dimer inh: -6
  TPT1 inhibitor: -2
  EBNA-1 inhibitor: -5
  PP1 counter: 0
  ZTA DNA inh: -7
mol: CSCCC(NC(=O)c1ccc(Cl)cc1Cl)C(=O)NCc1ccccn1 (centres undefined)
  Efflux pump mplx: -0.1
  PREPL inh: 2
  PP5 primary: 0.1
  Fh CTSL1 inh: 1
  core dimer inh: 2
  TPT1 inhibitor: -5
  EBNA-1 inhibitor: 3
  PP1 counter: -2
  ZTA DNA inh: 1

(next part)
SMILES	Efflux pump mplx	PREPL inh	PP5 primary	Fh CTSL1 inh	core dimer inh	TPT1 inhibitor	EBNA-1 inhibitor	PP1 counter	ZTA DNA inh
CC(OC(=O)/C=C/c1cccs1)C(=O)NC1CCCCC1C (centres undefined)	0.1	1	0.3	-7	-1	0	-3	-4	0
Cn1c(=NC(=O)CCS(=O)(=O)c2ccccc2)sc2cc(F)ccc21	-0.1	7	1.8	-6	0	-1	-1	-1	6
CCOC(=O)C(CC)n1nc(C)n2c(cc3sccc32)c1=O (centres undefined)	0.0	4	-0.4	2	0	-2	14	-1	29
CCOC(=O)Cc1csc(SCC(=O)Nc2cc(Cl)ccc2Oc2ccccc2)n1	0.3	2	-0.5	1	3	-4	5	-2	3
Cc1cc(C)nc(N2CCN(c3ncnc4c3cnn4Cc3ccc(Cl)cc3Cl)CC2)n1	0.2	0	2.2	4	3	-4	-4	0	-24
O=C(COC(=O)CNC(=O)c1ccccc1)Nc1ccc(S(=O)(=O)N2CCCC2)cc1	-0.3	-7	-1.2	1	34	3	-2	-3	13
Cc1ccc(S(=O)(=O)NC(Cc2ccccc2)C(=O)NN)cc1 (centres undefined)	0.2	7	1.3	0	1	2	7	1	-4
COc1cc(/C=C2/NC(=O)N(CC(=O)Nc3cccc(C)c3)C2=O)ccc1OCC(N)=O	0.1	-2	1.4	3	-9	2	1	3	0
CC(C)OC(=O)CSc1nnc(-c2cccnc2)n1N	-0.2	-6	2.2	0	-11	1	0	-1	6
Nc1nonc1C(=O)N/N=C/c1cc2c(cc1Br)OCO2	-0.1	6	4.2	5	-11	-1	11	3	6
Cc1cc(Cl)ccc1NC(=O)c1ccc2c(c1)OCO2	0.6	2	2.9	-3	-7	-3	-9	-2	-7
O=c1c2ccccc2nnn1CCN1CCOCC1	-0.1	5	-0.4	0	4	2	3	-5	9
COc1ccccc1N1CCN(C2CCCCC2NS(=O)(=O)c2ccccc2)CC1 (centres undefined)	-0.1	23	1.8	-3	-1	-5	-9	-2	-3
C#CCCOC(=O)N1C2=NC(C(=O)OC)=C(C(=O)OC)[C@@H]3N(C)c4ccc(OC)cc4[C@]23C[C@H]1C(=O)OC	-0.1	4	-1.6	-9	2	-5	2	-7	-12
COc1cccc2sc(Nc3nc(-c4ccncc4)cs3)nc12	0.1	5	-1.2	-2	11	4	-1	0	13
Cc1cc(C)cc(NC(=S)NCc2ccc3c(c2)OCO3)c1	0.1	-18	2.4	-1	4	-3	-6	-1	7
CCN(C(=O)C1CCCN(c2nc(-c3ccc(OC)cc3)no2)C1)c1ccccc1F (centres undefined)	-0.3	-8	1.1	2	2	-2	-6	3	-3
CCCCn1c(=O)[nH]c(=O)c2c1nc(-c1ccc3ccccc3c1)n2CC	0.0	14	0.2	6	9	1	2	1	0
CC1Oc2ccccc2OC1(O)c1ccc2ccccc2n1 (centres undefined)	-0.1	-3	2.1	1	2	1	4	3	-9
CCn1c(=O)n(CC(=O)Nc2ccc(F)cc2)c(=O)c2ccccc21	-0.1	-6	2.5	0	2	1	-5	-2	2
FC(F)(F)c1ccc(Cl)c(-n2c(-c3cc(-c4ccco4)[nH]n3)n[nH]c2=S)c1	0.2	0	3.8	-3	0	2	-7	-1	-8
Cc1nc(NC(=O)c2ccccc2)sc1-c1csc(NCc2ccccc2)n1	0.2	23	-1.8	5	28	4	10	-1	3
Cc1ccc(C(=O)Nc2ncccc2O)cc1S(=O)(=O)N1CCCCC1	0.1	2	1.1	-8	-4	2	2	-6	-13
Cc1nc2ccc(S(=O)(=O)N(C)CC(=O)NCc3ccc4c(c3)OCO4)cc2s1	-0.1	-12	-0.4	0	-2	0	8	-1	-4
COc1ccccc1/C=C/C(=O)NC1CC2CCC1C2 (centres undefined)	0.0	-6	4.2	-7	2	1	-2	-1	-14
CSCCC(NS(=O)(=O)c1ccccc1F)C(=O)N1CCCCCC1 (centres undefined)	0.7	15	-5.4	2	-2	-1	-14	-6	-7
Oc1csc(Cc2nc(-c3ccc4ccccc4c3)cs2)n1	0.2	16	-2.9	14	13	7	1	10	-23
Cn1c(=O)n(C)c2cc([N+](=O)[O-])c(N3CCN(C(=O)c4ccccc4Cl)CC3)cc21	-0.1	14	-1.8	-5	-7	-1	9	-6	12
O=C(c1cccc(C(F)(F)F)c1)N1CCC(O)(CS(=O)(=O)Cc2ccccc2Cl)CC1	0.0	3	11*	0	-3	1	3	-1	9
CCOc1ccc(-n2c(SCC(=O)NCc3ccco3)nc3ccccc3c2=O)cc1	0.1	-6	-0.2	3	18	0	10	1	7
CCOC(=O)c1oc2nc(C)c3c(c2c1N)CC(C)(C)OC3	0.3	3	1.9	-4	-2	4	-16	-1	4
CCOC(=O)c1sc(N/N=C/c2ccc(N(C)C)cc2)nc1C	-0.2	4	2.2	3	-11	1	-14	2	-7
COc1cc(CN2CCN(Cc3ccc(C)cc3)CC2)c([N+](=O)[O-])cc1OC	0.1	29	4.2	-4	4	-1	3	-4	-12
O=[N+]([O-])c1cccnc1N1CCC(c2cc(-c3ccc(Cl)cc3Cl)n[nH]2)CC1	-0.3	20	5.2	0	1	-2	0	8	-2
CCC(Sc1nc2sc(C(=O)OC)c(C)c2c(=O)n1N)C(=O)N(CC)CC (centres undefined)	0.0	6	1.3	-2	0	0	4	-1	11
Nc1c(O)cccc1C(=O)O	0.0	5	8.1	3	-1	-6	1	1	3
CCS(=O)(=O)N1CCCC(C(=O)NC2CCCCC2)C1 (centres undefined)	0.1	-2	1.6	-2	0	-1	-4	5	7
CCCn1c2ccccc2c2cnn(CC(=O)NC3CCC(C)CC3)c(=O)c21 (centres undefined)	0.1	6	0.8	0	1	0	0	-1	9
CC(C)c1ccc(NC(=O)Cn2ncn3c(cc4ccccc43)c2=O)cc1	-0.3	5	2.3	-2	8	-2	-3	3	8
CCC(C(=O)N1CCN(S(=O)(=O)c2sc(C(=O)O)c(C)c2C(=O)O)CC1)c1ccccc1 (centres undefined)	0.2	7	-1.2	.	.	.	.	-2	-11
Cc1cccc(C(=O)NNC(=O)c2ccccc2)c1	0.2	2	4.0	-4	-2	-2	8	1	-3
CCN(CC)CCNC(=O)Cn1cnc2sc(C)c(S(=O)(=O)N3CCOCC3)c2c1=O	0.1	-3	1.1	-3	8	1	9	7	2
CCS(=O)(=O)N1CCN=C1SCc1cccnc1	-0.2	3	1.6	1	-5	-1	-7	-1	-16
CCCCNC(=S)N1CCN(c2ccccc2Cl)CC1	-0.2	5	-1.9	-1	-2	-2	-1	2	-1
COc1ccc(-c2cn(CCC(=O)O)c(C)n2)cc1	0.1	-1	0.9	-2	6	0	6	-1	-12
CCS(=O)(=O)N1CCC(C(=O)Nc2ccccc2OC)CC1	0.0	10	2.3	-5	-10	-3	-14	-2	-12
Cc1ccc(-c2nnn(CC(=O)N(c3cccc(F)c3)C(C(=O)NC(C)(C)C)c3ccco3)n2)o1 (centres undefined)	-0.1	-15	1.9	-1	8	1	0	0	15
C=CCn1c(Oc2cccc(C)c2)nc2c1c(=O)n(C)c(=O)n2C	0.1	5	-1.6	-1	5	-1	5	-6	-5
COc1ccccc1NC(=O)CSc1nccc(=O)[nH]1	0.5	5	2.9	-3	-2	4	-11	-1	3
CCC(CC)C(=O)Nc1cccc(C(=O)N2CCOCC2)c1	-0.1	-5	2.0	1	-1	1	6	-3	8
CCOC(=O)c1[nH]c2ccccc2c1NC(=S)Nc1ccccc1	0.0	3	0.4	2	-18	1	5	-1	4
